Source: PubChem
KKLEB tox: reduces viability of KKLEB cystic fibrosis airway cells. 360,000 compounds, 0.36% hits. activity change (cytotoxicity), % at 5 µM. KKLEB CF airway cells viability, ATPlite luminescence, overnight; active compounds read low; cells stimulated with P. aeruginosa culture filtrate;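 active = corrected activity change at or below -50% at 5 µM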
Shn3 inh set2: reduces Shn3 3'UTR luciferase signal in osteoblasts; Clone20 osteoblast Shn3 3'UTR firefly luciferase, 24 h; inhibition, % at 12.5 µM; 360,000 compounds, 0.52% hits;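 active = mean inhibition of at least 75% with every replicate also reaching 75%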;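 note: 0% = median of neutral control wells and 100% = pilot-screen positive control compound; some compounds past the cut are filed as inactive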
NR2E3 ag-1: activates human NR2E3 receptor; Q9Y5X4; inhibition of corepressor binding, % at 3.98 µM; CHO-S Gal4-NCOR/VP16-NR2E3 two-hybrid, luciferase; 360,000 compounds, 0.35% hits; AID 602229;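 active = inhibition above the mean of all tested compounds plus 3 SD, cut at about 70% in these data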;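 note: 0% = DMSO with NR2E3 transfected cells and 100% = cells lacking NR2E3 construct; higher means lower luciferase signal from less NR2E3 corepressor binding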
Target sequence (Q9Y5X4 whole entry, looked up, the tested form may be a part): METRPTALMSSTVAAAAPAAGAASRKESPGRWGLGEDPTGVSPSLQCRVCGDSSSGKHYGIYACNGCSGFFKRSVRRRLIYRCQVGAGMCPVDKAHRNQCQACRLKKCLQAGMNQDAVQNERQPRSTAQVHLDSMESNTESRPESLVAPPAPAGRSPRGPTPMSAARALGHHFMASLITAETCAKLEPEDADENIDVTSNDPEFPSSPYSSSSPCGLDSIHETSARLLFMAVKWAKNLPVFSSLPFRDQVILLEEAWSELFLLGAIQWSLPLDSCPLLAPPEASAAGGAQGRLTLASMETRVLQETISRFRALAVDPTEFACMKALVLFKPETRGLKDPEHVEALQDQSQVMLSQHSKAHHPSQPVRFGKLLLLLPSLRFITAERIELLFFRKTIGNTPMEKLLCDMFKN
CaV13 FRET inh: Primary screen for inhibitors of IQ motif and Ca2+-dependent inactivation inhibitor domain binding in CACNA1D, Förster resonance energy transfer in living cells, … | HEK cells, CFP/YFP FRET ICDI-IQ, plate reader, 10 min; percent FRET-ratio fall versus neutral wells | inhibition, % at 12.3 µM | 340,000 compounds, 0.098% hits;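 active = mean replicate inhibition of at least 30% and at least 1% of replicates passing that level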;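 note: 0% = median of the neutral control wells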
HIF-2a block: inhibitors of HIF-2a; AID 624352; inhibition, % at 18.8 µM; 786-0 RCC cells HIF-2a reporter, luciferase luminescence, overnight; 360,000 compounds, 0.72% hits;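 active = inhibition of the luminescence signal of 40% or more relative to plate controls, in a single-dose primary screen at 18.75 µM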
NR2E3 ag-2: agonists of human nuclear receptor NR2E3; 320,000 compounds, 0.12% hits; AID 2300; inhibition of corepressor binding, % at 4.78 µM; GST-NR2E3/biotin-RetCOR TR-FRET, 1536-well; Q9Y5X4;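 active = percent inhibition above the cutoff of mean plus 3 SD of all tested compounds, set per screening campaign, cut at about 20% in these data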;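 note: 0% = DMSO wells and 100% = biotin wells as full block of FRET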
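system = GST-tagged NR2E3 plus biotinylated RetCOR corepressor | input = 1.35 nM GST-NR2E3 | also added = 7 nM biotin-RetCOR | schedule = 5 h incubation at 4 °C | measured by = TR-FRET with europium anti-GST and streptavidin-D2, 340 nm excitation | read-out = percent loss of FRET ratio relative to control wells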
TRPM1 prom inh: reduces MITF-dependent TRPM1 promoter luciferase signal | SK-MEL-5 TRPM1 promoter luciferase, 24 h | inhibition, % at 12.5 µM | 330,000 compounds, 0.83% hits | AID 488899;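 active = mean inhibition across replicates of 60% or more, whatever share of single replicates reaches that level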; note: values of inactives mirror those of a sister screen read the other way
PDI inh: inhibitors of human protein disulfide isomerase; AID 588391; P07237; PDI insulin aggregation turbidity, A650, 90 min; 350,000 compounds, 0.052% hits; inhibition, % at 10 µM;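 active = mean inhibition across replicates of 30% or more, whatever share of single replicates reach that level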;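 note: absorbance from insulin aggregation driven by PDI reduction with DTT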
Target sequence (P07237 whole entry, looked up): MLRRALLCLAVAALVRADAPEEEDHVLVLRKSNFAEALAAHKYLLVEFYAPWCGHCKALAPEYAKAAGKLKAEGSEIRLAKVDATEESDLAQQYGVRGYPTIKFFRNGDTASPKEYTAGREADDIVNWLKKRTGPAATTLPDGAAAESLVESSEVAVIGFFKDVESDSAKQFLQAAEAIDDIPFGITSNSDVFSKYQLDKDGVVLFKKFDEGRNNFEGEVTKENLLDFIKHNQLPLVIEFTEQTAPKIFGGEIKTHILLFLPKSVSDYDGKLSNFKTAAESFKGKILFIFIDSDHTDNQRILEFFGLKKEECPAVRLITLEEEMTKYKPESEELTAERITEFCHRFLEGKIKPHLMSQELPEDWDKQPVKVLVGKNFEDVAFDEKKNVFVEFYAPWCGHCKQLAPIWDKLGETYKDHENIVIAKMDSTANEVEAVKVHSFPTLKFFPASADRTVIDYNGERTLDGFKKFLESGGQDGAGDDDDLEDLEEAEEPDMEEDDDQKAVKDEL
CF NFkB block: inhibitors of cystic fibrosis induced NF-kB; KKLEB NF-kB-GFP reporter, PAF-induced, GFP fluorescence overnight; inhibition, % at 5 µM; 360,000 compounds, 0.86% hits; AID 588850;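 active = at least 50% inhibition at 5 µM, scaled per plate between neutral and stimulator controls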;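 note: PAF is a Pseudomonas aeruginosa culture filtrate used as stimulus; plate controls were PAF-stimulated DMSO wells for no effect and unstimulated DMSO wells for full effect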
Peg3 prom inh: inhibitors of Peg3 promoter; AID 588405; inhibition, % at 20 µM; 360,000 compounds, 1.7% hits; HeLa PEG-Prom luciferase reporter, luminescence, overnight;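 active = inhibition of at least 50% at 20 µM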
Vif inh: HIV Vif inhibition | HEK293T cells, Vif self-association by quenched fluorescence, imaging, 24 h | inhibition, % at 7.49 µM | 340,000 compounds, 0.35% hits; in the data active = inhibition above about 50%, passing the limit was not always enough; note: some results filed as inactive read as strong as hits
An asterisk follows results filed as active; . = not tested or not shown.

SMILES | KKLEB tox | Shn3 inh set2 | NR2E3 ag-1 | CaV13 FRET inh | HIF-2a block | NR2E3 ag-2 | TRPM1 prom inh | PDI inh | CF NFkB block | Peg3 prom inh | Vif inh
CC(=O)Nc1ccc(NC(=O)c2sc3nc4n(c(=O)c3c2C)CCCCC4)cc1 | -3.6 | -15.3 | -16.1 | 0.2 | 79.9* | -2.3 | 9.7 | -6.0 | -2.6 | 24.9 | -17.0
CSCC(=O)N1CCCC(CNC(=O)c2ccccc2Cl)C1 (configuration not stated) | -2.1 | -5.9 | 7.0 | -3.9 | -4.3 | 1.2 | 9.8 | 0.3 | -5.3 | 2.7 | -10.0
CC(C)(C)OC(=O)NCCCC[C@H](NC(=O)c1[nH]cnc1C(=O)Nc1ccccc1)C(=O)OC(C)(C)C | -30.5 | -2.2 | -24.1 | -9.9 | 21.5 | 5.3 | 3.1 | -1.9 | 15.4 | 52.5* | -4.3
O=C(Nc1nc2c(Cl)c(Cl)ccc2s1)C1CC1 | 10.6 | -9.6 | -36.8 | 0.5 | -104.2 | 3.7 | . | . | -18.1 | -77.7 | .
Cn1cc(C(=O)c2cccc(Cl)c2)cc1/C=N\O | 5.6 | 7.7 | -12.4 | -8.7 | -86.5 | 3.7 | -36.1 | -2.6 | 17.6 | -52.1 | -1.6
Cc1ccc(C(=O)Nc2cccc([N+](=O)[O-])c2)cc1S(=O)(=O)Nc1ccc(NC(=O)c2ccccc2)cc1 | 6.1 | 27.5 | -1.7 | -5.2 | 17.2 | -0.8 | 3.4 | 3.7 | -33.3 | 41.3 | -3.9
Cc1ccc(NC(=O)Cn2cc(C(=O)C3CC3)c3ccccc32)cc1 | 8.9 | 15.4 | 1.4 | -5.0 | 16.5 | -0.2 | -2.2 | -9.7 | -0.8 | 16.5 | 2.6
Cc1cccc(C(=O)Nc2ccc(S(=O)(=O)N3CCOCC3)cc2C)c1 | 8.8 | -14.3 | -14.5 | -20.6 | 16.6 | 5.7 | -3.1 | 1.2 | 5.0 | 6.5 | 4.0
COCc1nnc(NC(=O)c2cc(OC)c(OC)cc2[N+](=O)[O-])s1 | 2.9 | -14.0 | -8.5 | -4.7 | 20.7 | -0.7 | -1.8 | -17.2 | -10.2 | -3.2 | 1.6
NC(=O)Nc1ccc(C(=O)OCC(=O)Nc2ccc([N+](=O)[O-])cc2C(F)(F)F)cc1 | -5.7 | -3.8 | -18.3 | -3.6 | 19.2 | 0.9 | 6.8 | 7.7 | -1.2 | 5.6 | 16.0
CCCc1nnc(SCC(=O)O)n1CC | -0.4 | 15.6 | -6.5 | -5.1 | 20.1 | 2.0 | -2.9 | -1.5 | 11.8 | 9.0 | -4.0
CCOC(=O)c1ccc(NC(=S)NCc2ccc(F)cc2)cc1 | 0.1 | 15.0 | -19.4 | -4.9 | 4.3 | 0.3 | 4.1 | 3.0 | -7.0 | 2.9 | -10.6
O=c1cc(-c2ccccc2)nc2c(Cl)cc(Cl)cn12 | -24.1 | -34.1 | -5.2 | -5.6 | -138.9 | . | . | 2.5 | 16.0 | -165.9 | -7.3
Cc1cccc(NC(=O)C(=O)NCC2CCCO2)c1 (configuration not stated) | 15.9 | -62.2 | -87.9 | 4.8 | -191.4 | -0.3 | -54.0 | 0.2 | -4.2 | -172.8 | 1.4
CCCS(=O)(=O)NC(=O)C1(C)CCCN(C(=O)c2ccc(OC)cc2)C1 (configuration not stated) | 9.6 | -18.2 | -28.4 | -11.9 | 6.3 | . | . | -1.7 | -11.6 | -8.3 | -8.6
CCn1c(CNC(=O)c2ccc(F)cc2)cc2ccccc21 | 1.5 | -13.2 | -35.5 | -21.5 | -134.8 | -2.0 | -32.5 | 1.1 | 23.1 | -89.7 | -5.4
c1cc(-n2nnc3cnccc32)ccn1 | -1.3 | 24.4 | -33.8 | -2.1 | -15.4 | 3.9 | -5.5 | 0.0 | 7.5 | -55.1 | 14.1
O=C(O)c1c[nH]c2nccnc12 | 8.5 | -3.1 | -29.8 | -5.9 | 11.6 | . | . | -2.9 | 19.1 | 6.5 | .
O=C(O)c1cccc(S(=O)(=O)N2CCOCC2)c1 | -18.3 | 12.4 | -28.9 | -6.6 | -1.1 | 5.5 | 5.6 | -1.3 | -15.3 | 10.9 | 2.7
O=C(CSc1ccc(Cl)cc1)Nc1cccc(NC(=O)c2ccco2)c1 | 28.1 | 16.4 | 13.8 | -8.1 | -64.5 | -1.1 | -0.5 | -3.6 | -57.4 | -21.6 | -7.9
Cc1ccc(C(=O)COc2ccc3c(C)cc(=O)oc3c2)cc1 | 6.8 | -4.3 | -41.6 | -2.0 | -84.3 | 1.4 | -11.1 | -11.8 | -1.0 | -69.0 | 1.2
O=C(Nc1nc2ccsc2c(=O)s1)C1CCC1 | 18.3 | -53.3 | -29.2 | -3.2 | -173.3 | 0.4 | -113.3 | -2.6 | -10.0 | -191.9 | -5.5
Cc1ccc(CNn2cn[nH]c2=S)cc1 | 3.5 | 5.6 | -5.2 | -4.6 | 14.8 | 0.4 | -2.7 | 13.4 | -13.7 | -3.9 | -6.2
O=C(OCc1ccc(Br)cc1)c1cccc(-c2nnc(-c3ccccc3)o2)c1 | -6.0 | -14.4 | -29.3 | -5.1 | -3.0 | -0.2 | -12.8 | -23.6 | -23.8 | -104.5 | -2.4
Cc1cc(C)nc(SCc2cn3c(C)cc(C)nc3n2)n1 | -9.7 | 5.5 | -15.8 | -6.8 | 7.6 | -0.1 | 17.2 | -2.9 | 4.0 | 18.4 | 24.1
COc1cc(C(O)c2nc(-c3cccc(F)c3)cs2)ccc1F (configuration not stated) | -7.2 | 13.9 | 43.9 | -5.9 | -80.3 | . | . | 8.5 | -33.3 | -83.6 | .
COC(=O)Cn1ncc(N(C)Cc2ccccc2)c(Cl)c1=O | 2.7 | -69.1 | -118.0 | -2.5 | -163.2 | 0.9 | -68.2 | -5.7 | 8.8 | -181.0 | 14.9
COCCCn1c(C)csc1=Nc1cccnc1 | 0.3 | -25.5 | 1.3 | -3.1 | 3.9 | 1.0 | -12.7 | -8.9 | 5.3 | 0.6 | 2.2
CC(C)(C)c1csc(NC(=O)CS(=O)(=O)c2ccccc2)n1 | 2.8 | -36.0 | -50.2 | -7.5 | -132.4 | 4.5 | -42.3 | -4.5 | -7.1 | -105.7 | 21.0
COc1ccc(-c2c(-c3ccccc3OC)oc3ccccc23)cc1F | 4.2 | -14.7 | -15.8 | -4.4 | -35.6 | 0.2 | 6.0 | 7.2 | 21.7 | -19.0 | -15.7
CCOC(=O)c1cnc2nc[nH]n2c1=O | -3.1 | 0.3 | 24.0 | -4.8 | 8.8 | 4.8 | -11.1 | -8.3 | 14.6 | 8.2 | .
Fc1ccccc1CSc1ncnc2c1ncn2C1CCCCO1 (configuration not stated) | -15.2 | -66.9 | -94.5 | -5.0 | -191.6 | . | -83.2 | -8.5 | 13.2 | -372.8 | -0.5
COc1ccc(-c2nc(C)ncc2-c2ccccc2)c(O)c1 | -4.9 | 16.5 | -2.8 | -2.0 | 21.0 | -0.1 | 3.6 | -9.4 | 10.5 | 20.2 | -6.6
CC(C)c1ccc(NC(=S)NCc2cccs2)cc1 | 7.2 | -50.3 | -67.7 | -3.6 | -152.4 | 7.4 | -46.2 | 4.0 | -11.8 | -308.2 | -4.3
Cc1ccc(C2(C)NC(=O)N(CC(=O)N3CCN(S(=O)(=O)c4cccc(F)c4)CC3)C2=O)cc1 (configuration not stated) | 25.3 | -2.4 | 5.2 | . | 15.3 | 0.4 | -1.2 | 8.4 | -10.2 | 8.8 | -8.9
O=C(/C=C/[C@H]1O[C@@H](n2cnc3c(NC(=O)c4ccccc4)ncnc32)[C@H](O)[C@@H]1O)NCC(c1ccccc1)c1ccccc1 | 8.1 | -10.8 | -23.4 | -6.3 | 3.8 | . | . | . | -3.0 | -9.8 | .
C=CCNCc1cccn1-c1sc2c(c1C#N)CCCC2 | -15.3 | 11.6 | 7.5 | -5.0 | 19.0 | 2.3 | 0.1 | 24.9 | 7.4 | 4.9 | 2.4
COc1ccccc1OCCn1c(SCC(N)=O)nc2ccccc21 | -3.9 | -91.5 | 5.9 | -4.7 | 7.9 | -2.7 | 2.8 | -18.8 | 24.4 | 2.4 | -8.6
Cc1ccc(C(=O)c2ccccc2C(=O)OCC(=O)NCCc2ccc(Cl)cc2Cl)cc1 | -2.6 | 19.9 | -31.1 | -5.3 | -11.2 | -1.9 | 2.4 | -9.9 | -11.6 | -10.6 | 0.0
CCCNC(=O)NC(=O)CSc1nc2ccccc2c(=O)n1Cc1ccncc1 | -12.4 | 18.6 | -12.7 | -5.9 | 25.2 | 1.2 | -9.4 | 18.8 | 15.6 | -1.6 | -5.0

Given with two lines to a compound: entries from further up.
Fields – KKLEB tox, Shn3 inh set2, NR2E3 ag-1, CaV13 FRET inh, HIF-2a block, NR2E3 ag-2, TRPM1 prom inh, PDI inh, CF NFkB block, Peg3 prom inh, Vif inh
> Cc1ccc(C(=O)c2ccccc2C(=O)OCC(=O)NCCc2ccc(Cl)cc2Cl)cc1
  -2.6, 19.9, -31.1, -5.3, -11.2, -1.9, 2.4, -9.9, -11.6, -10.6, 0.0
> CCCNC(=O)NC(=O)CSc1nc2ccccc2c(=O)n1Cc1ccncc1
  -12.4, 18.6, -12.7, -5.9, 25.2, 1.2, -9.4, 18.8, 15.6, -1.6, -5.0
> Fc1ccccc1CSc1ncnc2c1ncn2C1CCCCO1 (configuration not stated)
  -15.2, -66.9, -94.5, -5.0, -191.6, ., -83.2, -8.5, 13.2, -372.8, -0.5

Next part:
SMILES | KKLEB tox | Shn3 inh set2 | NR2E3 ag-1 | CaV13 FRET inh | HIF-2a block | NR2E3 ag-2 | TRPM1 prom inh | PDI inh | CF NFkB block | Peg3 prom inh | Vif inh
CCCCN1C(=O)/C(=C/C=C2\SCCN2C)SC1=S | -3.2 | -41.4 | -120.1 | -8.0 | -310.4 | . | -91.8 | -1.6 | -24.2 | -280.9 | 16.9
CCCN(CC(=O)Nc1ccccc1C)C(=O)Cc1c[nH]c2ccccc12 | 18.1 | 0.3 | -5.6 | -6.0 | 10.2 | . | 11.4 | 1.9 | -27.7 | 12.8 | 4.8
CN(Cc1ccccc1)c1c([N+](=O)[O-])c(=O)n(C)c2ccccc12 | -4.0 | -3.7 | 9.4 | -4.3 | 24.7 | -3.3 | 2.3 | 2.1 | 21.5 | 19.6 | -8.3
Cc1cc(N2C(=O)C(=O)/C(=C(/O)c3ccccc3)C2c2cccs2)no1 (configuration not stated) | -20.5 | -9.2 | 0.3 | -5.0 | 9.4 | 2.2 | -1.9 | 3.6 | 16.4 | 1.5 | -2.8
Cc1cccc(OCCCN2CCOCC2)c1 | 3.1 | -21.7 | 11.4 | -4.0 | -7.6 | . | -7.2 | 1.8 | 0.2 | -4.3 | 2.3
Cc1ccc2c(c1)-c1c(cnn1CC(=O)N1CCCN(Cc3ccccc3F)C1)CO2 | -1.0 | 7.2 | 11.2 | -2.7 | 4.2 | 1.4 | 4.0 | . | -2.5 | 38.0 | -3.7
CC(C)(C)c1ccc(OCC(=O)O/N=C(\N)c2ccncc2)cc1 | 8.3 | -3.4 | -26.6 | -7.4 | -186.7 | -3.8 | -25.1 | -2.4 | -31.0 | -136.3 | -22.7
